Screens deposited in PubChem by National Center for Advancing Translational Sciences (NCATS).
MBNL1-CUG inh: qHTS Assay for Inhibitors of MBNL1-poly(CUG) RNA binding | TR-FRET MBNL1-His/biotin-(CUG)12 binding, 665/545 ratio | Potency, µM (highest dose often 57.5 µM), for the others: top-dose activity change, negative = inhibition, most hits filed as inhibitors | 280,000 compounds, 0.036% hits; active = well fitted inhibition curve with a large enough effect in the signal ratio, with a control signal flat, not every such curve was filed as active; inconclusive = small, poorly fitted or top-dose-only effect, or effect the other way, or a change in a side signal; inactive = no such curve, though single readings can be large or run the other way; the % refers to the signal ratio; also: potency is read from the fitted curve at half-maximal effect; % is scaled to controls: 0 for no effect and ±100 for the full control effect
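TR-FRET readout: Ex 340 nm, 665/545 nm emission ratio, normalized to buffer-only (basal) and MBNL1-(CUG)12 controls. Complex of MBNL1-His with Biotin-(CUG)12, compounds 92 nM–58 uM, incubated 60 min at room temperature.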
Mito fusion yeast: qHTS Assay for Small Molecule Inhibitors of Mitochondrial Division or Activators of Mitochondrial Fusion | S. cerevisiae fusion-defective mutant growth rescue, CellTiterGlo 48 h | Potency, µM (highest dose often 46.1 µM), for inactives: at the top dose growth rescue (activation), actives largely listed as activators | 320,000 compounds, 0.23% hits | AID 485298, 2010;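 also: potency is read from the fitted curve at half-maximal effect; % of control where 0% means no effect; nearly all actives have a fitted effect of over 45% in size; temperature-sensitive fusion mutants such as fzo1-1 at 37 °C on non-fermentable ethanol glycerol medium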
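Luminescent cell viability in 1536-well qHTS format served as the measure of rescued growth in ts fusion-mutant S. cerevisiae cultured on non-fermentable YPEG for 48 hours at 37C.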
PKM2 act: qHTS Assay for Activators of Human Muscle isoform 2 Pyruvate Kinase | purified PKM2, Kinase-Glo ATP luminescence, activation; response scale: 0% is enzyme alone, no compound | Pyruvate kinase PKM (Homo sapiens), P14618 | Potency, µM (highest dose often 57.5 µM), without a hit: at the top dose activation, actives largely listed as activators | 260,000 compounds, 0.34% hits; also: potency is read from the fitted curve at half-maximal effect; % is scaled to controls: 0 for no effect and ±100 for the full control effect; nearly all actives have a fitted effect of over 55% in size
Target sequence (P14618 whole entry, looked up, canonical isoform): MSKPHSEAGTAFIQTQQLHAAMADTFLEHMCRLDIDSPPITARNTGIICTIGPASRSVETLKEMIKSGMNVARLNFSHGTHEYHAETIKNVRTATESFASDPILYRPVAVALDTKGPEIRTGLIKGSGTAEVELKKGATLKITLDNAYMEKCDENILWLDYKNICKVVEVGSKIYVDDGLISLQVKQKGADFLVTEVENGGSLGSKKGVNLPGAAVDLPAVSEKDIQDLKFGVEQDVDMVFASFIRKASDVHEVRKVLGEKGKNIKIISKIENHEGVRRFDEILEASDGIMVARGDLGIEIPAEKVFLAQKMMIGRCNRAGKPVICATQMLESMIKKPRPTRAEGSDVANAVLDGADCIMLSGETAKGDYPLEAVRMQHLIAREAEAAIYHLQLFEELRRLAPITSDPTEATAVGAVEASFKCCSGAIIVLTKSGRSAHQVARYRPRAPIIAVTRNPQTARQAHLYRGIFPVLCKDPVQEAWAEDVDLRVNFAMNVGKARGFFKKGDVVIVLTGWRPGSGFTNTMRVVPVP
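Purified hPK-M2 (>95%) run at intermediate activity with 0.1 mM ADP and 0.5 mM PEP in 50 mM imidazole pH 7.2, KCl, MgCl2; 1 h room temperature. ATP formed read by Kinase-Glo luminescence; normalized to uninhibited and no-enzyme controls.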
Eya2 inh: qHTS Assay for Inhibitors of the Phosphatase Activity of Eya2. recombinant Eya2, OMFP fluorescence dephosphorylation (OMFP is methylfluorescein phosphate). AID 488837, 2010. 330,000 compounds, 0.006% hits. Protein phosphatase EYA2 (Homo sapiens), O00167. Potency, µM (doses to about 76.9 µM), without a hit: at the top dose activity, negative = inhibition, hits mostly inhibitors; also: potency is read from the fitted curve at half-maximal effect; % is scaled to controls: 0 for no effect and ±100 for the full control effect
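Eya2 (0.2 uM) preincubated 10 min at ambient with compound, then OMFP substrate added at 50 uM; 10 min reaction in 50 mM HEPES pH 7.5, 50 mM NaCl, 5 uM MgCl2, 0.05% BSA, 1 mM DTT. Fluorescence read at Ex 485/Em 525 nm.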
GALK inhibitor: qHTS Assay for Inhibitors of Human Galactokinase (GALK); Purified GALK, Kinase-Glo residual ATP luminescence; AID 1868, 2009; 270,000 compounds, 0.007% hits; Potency, µM (doses to about 57.5 µM), inactives show top-dose activity change, negative = inhibition, actives largely listed as inhibitors; P51570; also: potency is read from the fitted curve at half-maximal effect; % is scaled to controls: 0 for no effect and ±100 for the full control effect
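5 nM enzyme, 35 uM ATP, 100 uM galactose, 20 mM HEPES pH8.0, 5 mM MgCl2; 1 h RT; residual ATP by Kinase-Glo Plus luminescence, qHTS format.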
Menin MLL FP TR: qHTS Assay for Inhibitors Targeting the Menin-MLL Interaction in MLL Related Leukemias: Competition With Texas Red Labeled MLL-derived Mutant Peptide; O00255; Menin + Texas Red MLL mutant peptide, fluorescence polarization; Potency, µM (series often up to 61.6 µM), for inactives: at the highest dose FP activity change, negative = inhibition, actives largely listed as inhibitors; 270,000 compounds, 0.23% hits; AID 1768, 2009; active = well fitted inhibition curve with a large enough effect in the polarisation, with a control signal flat, not every such curve was filed as active; inconclusive = small, poorly fitted or top-dose-only effect, or effect the other way, or a change in a side signal; inactive = no such curve, though single readings can be large or run the other way; the % refers to the polarisation; also: potency is read from the fitted curve at half-maximal effect; % of control where 0% means no effect; many of its hits are not listed in these tables
Target sequence (O00255 whole entry, looked up): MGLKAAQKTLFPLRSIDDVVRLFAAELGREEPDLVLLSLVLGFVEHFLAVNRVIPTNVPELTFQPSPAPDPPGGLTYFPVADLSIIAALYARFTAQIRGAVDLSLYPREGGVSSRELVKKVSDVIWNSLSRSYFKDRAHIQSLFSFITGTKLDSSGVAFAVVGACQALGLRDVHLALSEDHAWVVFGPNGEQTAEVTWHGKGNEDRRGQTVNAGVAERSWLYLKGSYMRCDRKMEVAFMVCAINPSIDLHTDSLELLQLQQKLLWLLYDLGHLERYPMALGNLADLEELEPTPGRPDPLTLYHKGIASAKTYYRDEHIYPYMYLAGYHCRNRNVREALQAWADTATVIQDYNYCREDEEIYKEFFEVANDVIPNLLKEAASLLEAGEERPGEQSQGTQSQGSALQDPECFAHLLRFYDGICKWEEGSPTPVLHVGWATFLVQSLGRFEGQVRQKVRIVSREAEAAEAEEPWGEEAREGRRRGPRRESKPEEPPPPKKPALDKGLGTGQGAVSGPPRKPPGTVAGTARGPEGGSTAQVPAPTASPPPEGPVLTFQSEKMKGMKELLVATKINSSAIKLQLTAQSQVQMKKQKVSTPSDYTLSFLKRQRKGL
S-ASM inh: Inhibitors of Secretory Acid Sphingomyelinase (S-ASM): qHTS; Sphingomyelin phosphodiesterase (Homo sapiens), P17405; placental ASM, HMU-PC fluorogenic substrate, 60 min; Potency, µM (highest dose often 57.5 µM), for the others: at the highest dose activity change, negative = inhibition, hits mostly inhibitors; 340,000 compounds, 0.006% hits; also: potency is read from the fitted curve at half-maximal effect
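Human placenta-derived ASM enzyme was preincubated with compound for 10 minutes at room temperature, then given fluorogenic substrate HMU-PC0 (9 uM final) for 60 minutes at 37 °C; a pH 10 stop preceded fluorescence reading at Ex 386/Em 447 nm.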
KCNH2 WT inh: qHTS for Inhibitors of KCHN2 3.1: Wildtype qHTS | 340,000 compounds, 0.37% hits | activity change, % at 1.84 µM | U2OS, BacMam KCNH2, thallium flux FluxOr; hits give low values | AID 720551, 2013 | Voltage-gated inwardly rectifying potassium channel KCNH2 (Homo sapiens), Q12809;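 active = maximum activity change below -70%; inconclusive = maximum activity change between -70% and -50%; inactive = maximum activity change above -50%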; also: % is scaled to controls: 0 for no effect and ±100 for the full control effect
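U2OS cells were transduced with wild-type KCNH2 virus (2.03 x 10^8 / mL) for 4 h at room temperature, then cultured overnight at 37 C. Thallium flux was read with FluxOr dye. Rate constants were normalized to DMSO controls.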
USP2a inh: qHTS Assay for Inhibitors of Ubiquitin-specific Protease USP2a Using CHOP2 as the Reporter | AID 463254, 2010 | Ubiquitin carboxyl-terminal hydrolase 2 (Homo sapiens), O75604 | USP2 core, Ub-CHOP2 coupled fluorogenic reporter, 485/531 | 330,000 compounds, 0.01% hits | Potency, µM (top dose mostly 38.3 µM), for inactives: at the top dose activity change, negative = inhibition, usual class: inhibitors;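 also: potency is read from the fitted curve at half-maximal effect; plate controls were DMSO wells for no effect and full inhibition by NEM control for full effect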
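Deubiquitinase activity read as fluorescence (485/531 nm) after Ub-CHOP2 cleavage activates the enterokinase reporter on its substrate; USP2 core 10nM, Ub-CHOP2 and substrate 25nM each, 30min compound preincubation then 60min RT; data normalized to NEM, curves fitted.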
Chronic BCR inh: qHTS Assay to Find Inhibitors of Chronic Active B-Cell Receptor Signaling; ABC-DLBCL IkBa-CBG/CBR reporter, luminescence ratio, 4 h; Potency, µM (highest dose often 46.1 µM), for inactives: at the highest dose ratio change, negative = lower green/red ratio, usual class: inhibitors; 340,000 compounds, 0.05% hits; AID 493014, 2011; active = well fitted inhibition curve with a large enough effect in the signal ratio, with a control signal flat, not every such curve was filed as active; inconclusive = small, poorly fitted or top-dose-only effect, or effect the other way, or a change in a side signal; the % refers to the signal ratio;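 also: potency is read from the fitted curve at half-maximal effect; plate controls were basal doxycycline-induced cells for no effect and cells given 10 µM MG132 for full effect; MG132 reads +100%, hits lower the ratio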
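Doxycycline induced both beetle luciferases in TMD8 lymphoma cells; IKK-driven degradation limits the IkappaBalpha-fused green signal, while red luminescence normalises for cell number and nonspecific effects. Compounds tested up to 46 uM, 4 hrs.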
TSHR antagonist: Antagonists of the Thyroid Stimulating Hormone Receptor: HTS campaign. Thyrotropin receptor (Homo sapiens), P16473. TSHR-expressing cells, TSH-stimulated cAMP HTRF, 2 h; hits give low values. activity change, negative = inhibition, % at 11.5 µM. 330,000 compounds, 0.2% hits. AID 504810, 2011;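 active = activity change below a set negative limit, meaning inhibition stronger than a set level, cut at about -70% in these data; inconclusive = activity change between two set negative limits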; also: % is scaled to controls: 0 for no effect and ±100 for the full control effect
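TSHR-expressing cells, 200/well, pre-treated with compound, then stimulated with EC80 TSH (4nM final) for 2 hours at 37 deg C. cAMP measured by competitive HTRF: anti-cAMP cryptate antibody in lysis buffer plus cAMP-d2, read after 30 minutes at room temperature.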
Numbers without * were called inactive; ? = inconclusive; . = not tested or not shown; [ ] = remark or other dose. Unless noted, calls follow the shape of the dose curve; as a rule, active = well fitted curve in the direction sought with a large enough effect; inconclusive = small, poorly fitted or top-dose-only effect, or another doubt; inactive = no such curve, though single readings can be large; an effect the other way counts as inactive or inconclusive. These rows are one share of the data, so the mix of outcomes need not match the whole.

SMILES	MBNL1-CUG inh	Mito fusion yeast	PKM2 act	Eya2 inh	GALK inhibitor	Menin MLL FP TR	S-ASM inh	KCNH2 WT inh	USP2a inh	Chronic BCR inh	TSHR antagonist
CNc1c(NC(=O)C2CCC(C)CC2)c(=O)oc2ccccc12 (configuration not stated)	-4%	2%	-1%	16%	6%	28%	-1%	-13	0%	0%	10
NS(=O)(=O)c1ccc(CCNC(=O)CN2C(=O)COc3ccc(S(=O)(=O)N4CCCC4)cc32)cc1	-5%	13%	-4%	16%	6%	14%	5%	-5	0%	-1%	-1
Cc1ccc(N2C(=O)CC(c3ccsc3)C3=C2CC(C)(C)CC3=O)cc1 (configuration not stated)	0%	6%	-2%	1%	-1%	.	-2%	-4	2%	-11%	14
Cc1ccc(N2CCN(S(=O)(=O)c3ccc4c(c3)oc(=O)n4C)CC2C)cc1 (configuration not stated)	1%	0%	.	8%	-10%	.	-4%	-2	-2%	3%	5
CC1=C(C(N)=O)C(c2ccc(Br)cc2)n2ncnc2N1 (configuration not stated)	-6%	-3%	.	2%	-4%	3%	13%	-2	7%	1%	15
CC(=O)c1ccc(NC(=O)c2ccc(-n3cncn3)c([N+](=O)[O-])c2)cc1	?	1%	0%	5%	-7%	.	-1%	1	-1%	1%	25
O=C(N/N=C/c1ccccn1)c1ccc(N/N=C/c2ccccn2)cc1	.	?	2%	8%	0%	11%	4%	2	1%	?	-13
O=C(NCc1ccc2c(c1)OCO2)Nc1ccc2nsnc2c1	?	-4%	21%	-16%	3%	?	102%[activator]	5	3%	?	-1
O=C(Nc1cccc(C(=O)O)c1)/C(=C\c1ccccc1Cl)NC(=O)c1ccco1	-3%	-2%	5%	-3%	-4%	.	0%	4	3%	2%	13
O=C1CC(=O)N(CCNc2ncc(C(F)(F)F)cc2Cl)C(=O)N1	3%	0%	-6%	-11%	1%	6%	-2%	-4	-6%	10%	-1
CCOc1ccc2nc(NC(NC(=O)CC)(C(=O)OC)C(F)(F)F)sc2c1 (configuration not stated)	-7%	0%	-2%	3%	6%	-9%	6%	-1	0%	-3%	-15
COc1cc(OC)c(NC(=O)CCc2nc(-c3cccs3)no2)cc1Cl	-6%	3%	?	5%	0%	15%	?	4	1%	-1%	-15
CN1C(=O)Cc2cc(S(=O)(=O)Nc3ccc(Cl)cc3)ccc21	0%	4%	?	3%	0%	16%	-8%	-10	-12%	?	-3
COc1cccc(C(=O)NN2c3ccccc3CCc3ccccc32)c1	.	1%	-10%	5%	1%	?	7%	-15	2%	1%	-9
CCN(CC(=O)NCc1ccc(F)cc1)C(=O)Cc1ccc(OC)cc1	-6%	2%	-9%	6%	6%	12%	4%	14	-1%	13%	-10
COc1ccc(S(=O)(=O)N2CCCCCC2)cc1C(=O)N(C)CC(=O)Nc1ccc(Cl)c(Cl)c1	.	-3%	.	-12%	.	.	-11%	1	3%	?	-12
CCOCc1c(C(=O)OCC(=O)Nc2ccccc2C(N)=O)oc2ccccc12	.	-2%	.	0%	.	.	-6%	-5	-1%	-6%	-11
CCOC(=O)C1=C(CC)Nc2ccccc2N/C1=N\S(=O)(=O)c1ccccc1OC	.	5%	.	20%	.	.	2%	2	0%	0%	-11
Clc1ccc(C2CC(c3cccs3)n3ncnc3N2)cc1 (configuration not stated)	-8%	4%	4%	?	0%	.	1%	7	2%	1%	-13
O=C1CN(S(=O)(=O)c2cccc(C(=O)O)c2)c2ccccc2N1	9%	-7%	-2%	-4%	7%	-8%	12%	2	3%	7%	7
N#C/C=C(/N)N1CCN(c2ccc(Cl)c(Cl)c2)CC1	1%	15%	-1%	18%	-4%	32%[activator]	-14%	-1	-1%	?	-7
CCN(C(=O)CSc1n[nH]c(-c2cc(Cl)ccc2OC)n1)C1CCS(=O)(=O)C1 (configuration not stated)	.	-6%	.	-19%	.	.	-1%	-12	-2%	-2%	-10
O=C(Oc1ccc2ccccc2c1)C1CCC1	1%	2%	-3%	3%	-5%	-3%	-2%	-10	-1%	-1%	-5
O=S(=O)(Nc1ccc2c(c1)OCCO2)c1cccs1	-2%	2%	1%	-19%	0%	-1%	-1%	-10	-1%	0%	8
CCC1CCCCN1CCCNC(=O)C1CCN(c2ncnc3c2nc2n3CCCCC2)CC1 (configuration not stated)	-1%	-3%	-1%[0.46 µM]	0%	0%	-11%	-2%	8	0%	-14%	10
O=C(C1CCC1)N1CCN(S(=O)(=O)c2ccccc2)CC1	.	0%	.	25%	.	.	-3%	2	0%	4%	13
CCCCn1c(N)c(N(CCC)C(=O)C2CCCC2)c(=O)[nH]c1=O	.	-3%	.	1%	.	.	1%	5	9%	3%	16
COc1ccc(Nc2oc(-c3ccc(Cl)cc3)nc2C#N)cc1	1%	4%	5%	3%	-3%	?	153%[activator]	-3	0%	?	-14
C/C=C\C=C/C(=O)Nc1cccc(C2=NOC3(C2)C[C@H](C(N)=O)N(C(=O)c2ccc(OC)cc2)C3)c1 (some centres not stated)	9%	19%	14µM*	3%	-2%	.	-4%	10	-3%	-5%	6
CCCCSc1nnc(-c2ccccc2N)c(=O)[nH]1	?	0%	-9%	23%	0%	0%	-1%	20	3%	?	8
CC(=O)c1ccc(NC(=O)C2CCN(S(=O)(=O)c3cccc4nonc34)CC2)cc1	4%	12%	-1%	?	1%	10%	-2%	-1	-2%	-6%	-6
CCOc1ccc(NC(=O)CN2CCN(C3c4ccccc4-c4ccccc43)CC2)cc1	6%	11%	2%	4%	-1%	-19%	-3%	10	0%	?	-12
CC1(C#N)c2ccccc2C(Br)=CN1C(=O)c1ccccc1 (configuration not stated)	.	?	.	-5%	.	.	-16%	-14	1%	8%	10
CCOc1ccc(-c2n[nH]c(C)c2Oc2ccccc2OC)c(O)c1	-3%	20%	1%	-12%	2%	?	-3%	-8	-10%	2%	-12
CCOC(=O)C1CCCN(C(=O)c2cc(S(=O)(=O)N3CCCCC3)ccc2C)C1 (configuration not stated)	-12%	-5%	-11%	-14%	-1%	.	1%	0	0%	7%	2
CC(C)CNS(=O)(=O)c1ccc(CCC(=O)N2CCN(Cc3ccccc3)CC2)cc1	-2%	6%	-12%	-25%	-4%	-17%	1%	12	0%	5%	-4
COc1ccc(C(=O)NC(=S)NCc2cccnc2)cc1OC	-7%	-5%	0%	2%	1%	9%	0%	3	0%	3%	-10
C/C(=N\NS(=O)(=O)c1ccccc1)c1cccc(NC(=O)c2cccc(Cl)c2)c1	-9%	3%	5%	6%	-2%	?	?	9	1%	?	-3
COc1cc(NC(=O)CCc2nnc3ccc(N4CCC5(CC4)OCCO5)nn23)cc(OC)c1	197%[activator]	7%	.	-1%	5%	-8%	0%	-4	-4%	3%	23
CCOc1ccc(N=C2NC(=O)SC2CC(=O)OC)cc1 (configuration not stated)	-5%	-7%	1%	4%	0%	.	0%	12	9%	-20%	1
